ELG1 genotoxic – induces genotoxicity in HEK293T cells with luciferase-tagged ELG1; Potency, µM (top dose mostly 46 µM), without a hit: at the highest dose activity change, positive = activation, hits mostly activators; HEK293T ELG1-luciferase reporter, luminescence, 16 h; AID 504466; actives 1.3% (n = 330,000); further: potency means the concentration at half of the fitted maximal effect; % of control where 0% means no effect; nearly all actives have a fitted effect of over 60% in size
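Step 1: seed 2,000 HEK293T ELG1-luciferase cells per well. Step 2: add compound or DMSO, incubate 16 hr at 37 °C. Step 3: ONE-Glo, 30 min at room temperature, read luminescence.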
VP16 counter – Gal4-VP16 reporter inhibition counter-screen. Drosophila S2 Gal4-VP16 UAS-luciferase, luminescence, 20 h. Potency, µM (top dose mostly 53.6 µM), for the others: top-dose activity, negative = inhibition, actives largely listed as inhibitors. actives 3.5% (n = 310,000). AID 2546;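 further: Gal4-VP16 expression switched on by copper sulfate through the metallothionein promoter; potency means the concentration at half of the fitted maximal effect; on the % scale 0 is the no-effect control and ±100 the full control effect; nearly all actives have a fitted effect of over 50% in size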
Rab9 promoter act – activates the Rab9 promoter. Huh7 Rab9 promoter-luciferase reporter, luminescence, 24 h. Potency, µM (series often up to 9.22 µM), for inactives: at the top dose activation, negative = inhibition, most hits filed as activators. actives 2.8% (n = 320,000). AID 485297; further: potency means the concentration at half of the fitted maximal effect; % of control where 0% means no effect; nearly all actives have a fitted effect of over 60% in size
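Luciferase signal after 10 min detection reagent at ambient indicates Rab9 promoter upregulation; stably transfected Huh7 cells were treated 24 h with compound in DMSO at 37 °C, 5% CO2.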
ELG1 repair inh – blocks ELG1-dependent DNA repair in HEK293T cells | AID 504467 | actives 2.3% (n = 330,000) | HEK293T ELG1-luciferase reporter, luminescence, 16 h; DNA damage induced by 5-fluorouridine | Potency, µM (top dose mostly 46.1 µM), for the others: at the highest dose activity change, negative = inhibition, usual class: inhibitors; further: potency means the concentration at half of the fitted maximal effect; on the % scale 0 is the no-effect control and ±100 the full control effect; nearly all actives have a fitted effect of over 55% in size
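Reporter activity after DNA damage by 5-fluorouridine is monitored. Compound-treated cells incubate 16 hr at 37 °C, then ONE-Glo is added for 30 min before luminescence reading.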
BRCA1 expr up – BRCA1 expression activation; MCF7-BRCA1-FFLuc reporter, luminescence, 48 h; response scale: scaled: vehicle 0%, 10 µM genistein 100%; Potency, µM (highest dose often 46.1 µM), for inactives: at the highest dose activation, hits mostly activators; actives 1.1% (n = 380,000); AID 624202; further: potency means the concentration at half of the fitted maximal effect; nearly all actives have a fitted effect of over 80% in size; some results filed as inactive show a strong effect at the top dose
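Luminescence from a BRCA1-driven firefly luciferase in MCF7 cells was read after 48 h compound exposure at 37 C. Data normalized against DMSO and a 10microM genistein activation control, then curve-fitted across the titration.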
p53 reactivator – mutant p53 re-activation in reporter cells | H1299 p53-A138V BP100-luciferase reporter, luminescence, 24 h | Potency, µM (top dose mostly 92.2 µM), inactives show at the highest dose activity change, positive = activation, most hits filed as activators | actives 0.063% (n = 320,000); further: potency means the concentration at half of the fitted maximal effect; % of control where 0% means no effect; nearly all actives have a fitted effect of over 45% in size
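H1299 (p53-null), stable ts p53-A138V + BP100-Luc; 1000 cells/well, Opti-MEM/10% FBS; cpd 4 pt, 1:5; 24 h, 37 deg C, 5% CO2; detection reagent 10 min RT; luminescence.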
RORgamma inh – blocks mouse ROR gamma transcriptional activity | AID 2551 | Drosophila S2 Gal4-RORgamma UAS-luciferase reporter, 20 h | P51450 | Potency, µM (highest dose often 53.6 µM), without a hit: at the top dose activity change, negative = inhibition, most hits filed as inhibitors | actives 5.4% (n = 310,000); further: potency means the concentration at half of the fitted maximal effect; on the % scale 0 is the no-effect control and ±100 the full control effect; nearly all actives have a fitted effect of over 60% in size
Target sequence (P51450 whole entry, looked up, the tested form may be a part): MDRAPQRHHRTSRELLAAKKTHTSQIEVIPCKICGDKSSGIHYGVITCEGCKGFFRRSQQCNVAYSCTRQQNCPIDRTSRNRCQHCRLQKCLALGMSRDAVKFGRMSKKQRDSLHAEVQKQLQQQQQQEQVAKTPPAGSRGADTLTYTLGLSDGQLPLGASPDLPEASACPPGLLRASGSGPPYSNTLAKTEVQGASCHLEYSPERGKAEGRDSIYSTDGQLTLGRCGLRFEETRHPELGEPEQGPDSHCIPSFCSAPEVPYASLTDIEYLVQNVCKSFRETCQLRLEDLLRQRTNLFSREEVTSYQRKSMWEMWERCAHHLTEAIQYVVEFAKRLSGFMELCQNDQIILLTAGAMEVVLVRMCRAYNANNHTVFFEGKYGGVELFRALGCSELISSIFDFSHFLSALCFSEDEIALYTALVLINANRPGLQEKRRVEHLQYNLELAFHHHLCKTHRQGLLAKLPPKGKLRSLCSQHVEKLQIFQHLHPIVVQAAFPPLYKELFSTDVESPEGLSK
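Schneider cells (Drosophila), stable Gal4 DBD–ROR gamma + UAS-luc; 1 hr cmpd preincubation; Cu2+ induction 700 uM final; 20 hr ambient; luminescence.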
TRPV1 agonist – agonists of human vanilloid receptor 1 (TRPV1) | Q8NER1 | TRPV1-expressing cells, Fluo-8 calcium influx, agonist mode | activation, % at 8.33 µM | actives 0.19% (n = 320,000); in the data active means activation above about 80%; inconclusive means between about 30% and that limit; further: 0% is about no effect
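Fluo-8 calcium influx in TRPV1-expressing cells, kinetic read (ex 480/em 520 nm). Compound added and read 3 min for agonist activity, followed by capsaicin at EC20 final and 2 min further read for enhancement.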
Tb PFK inh – blocks T. brucei phosphofructokinase; Potency, µM (highest dose often 57.5 µM), for inactives: top-dose activity, negative = inhibition, most hits filed as inhibitors; T. brucei PFK, ADP-Glo luminescence; O15648; AID 485367; actives 0.17% (n = 330,000);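 further: potency means the concentration at half of the fitted maximal effect; 0% = uninhibited 1x PFK enzyme wells and -100% = no-enzyme wells; nearly all actives have a fitted effect of over 60% in size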
Target sequence (O15648 whole entry, looked up): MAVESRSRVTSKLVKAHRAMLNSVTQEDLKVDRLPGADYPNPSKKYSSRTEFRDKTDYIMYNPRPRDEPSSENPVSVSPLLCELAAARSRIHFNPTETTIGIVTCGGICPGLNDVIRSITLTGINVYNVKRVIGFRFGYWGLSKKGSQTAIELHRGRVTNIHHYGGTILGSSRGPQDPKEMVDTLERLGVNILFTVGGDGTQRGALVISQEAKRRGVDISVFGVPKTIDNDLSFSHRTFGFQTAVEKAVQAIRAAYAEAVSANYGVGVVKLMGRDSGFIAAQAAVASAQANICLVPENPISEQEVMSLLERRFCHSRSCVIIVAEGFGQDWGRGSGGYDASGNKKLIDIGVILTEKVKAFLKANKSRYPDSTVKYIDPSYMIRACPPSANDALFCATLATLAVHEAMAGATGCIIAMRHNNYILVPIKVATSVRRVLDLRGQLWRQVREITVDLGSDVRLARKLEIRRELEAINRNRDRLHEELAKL
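PFK 1.25 nM, F6P 0.5 mM, ATP 0.1 mM, 0.1 M TEA pH 8.0, 5 mM MgCl2, 0.01% Tween20, 0.1% BSA; 45 min RT. ADP-Glo readout. qHTS titration up to 57 uM; curves fitted, compounds curve-classed.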
FLuc modulator – firefly luciferase modulation, counter-screen for miR-21 project. P08659. purified FLuc, Km substrates, luminescence inhibition. Potency, µM (top dose mostly 57.5 µM), inactives show at the highest dose activity change, negative = inhibition, hits mostly inhibitors. actives 6.9% (n = 360,000);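 further: potency means the concentration at half of the fitted maximal effect; plate controls were vehicle for no effect and reference inhibitor for full effect; nearly all actives have a fitted effect of over 55% in size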
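Biochemical qHTS of compounds, final roughly 60 µM downward over six points, against 10 nM purified firefly luciferase using Km concentrations of substrates (10 uM D-luciferin, 10 uM ATP) in Tris acetate pH 7.5 buffer; luminescence output.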
NPC1 prom act – NPC1 promoter activation | Huh7 NPC1 promoter luciferase reporter, 24 h | Potency, µM (titrated, usually from 9.22 µM), inactives show top-dose activation, actives largely listed as activators | actives 2.4% (n = 320,000);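 further: potency means the concentration at half of the fitted maximal effect; % of control where 0% means no effect; nearly all actives have a fitted effect of over 60% in size; reporter is driven by a mutant NPC1 promoter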
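Stable NPC1-promoter luciferase Huh7 line; cpd (DMSO) 24 h, 37 °C, 5% CO2; Amplite luciferase reagent 10 min RT; luminescence readout. qHTS format.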
An asterisk follows results filed as active; ? = inconclusive; . = no result given; [ ] = dose if it differs, or a comment. Unless noted, the call rests on the fitted dose curve; in most records, active means well fitted curve in the direction sought with a large enough effect; inconclusive means small, poorly fitted or top-dose-only effect, or another doubt; inactive means no such curve, though single readings can be large; an effect the other way counts as inactive or inconclusive.

SMILES | ELG1 genotoxic | VP16 counter | Rab9 promoter act | ELG1 repair inh | BRCA1 expr up | p53 reactivator | RORgamma inh | TRPV1 agonist | Tb PFK inh | FLuc modulator | NPC1 prom act
COc1ccc(Oc2cc(C(F)(F)F)cnc2C(N)=O)cc1 | 1% | -1% | -1% | -6% | 5% | -4% | 0% | -2 | 1% | 1% | 1%
O=S1(=O)N=C(N2CCOCC2)c2ccccc21 | -1% | -1% | 1% | -8% | -6% | 0% | 2%[10 µM] | -1 | 0% | 7% | 4%
CC(C)[C@H](NC(=O)c1ccc([N+](=O)[O-])cc1Cl)C(=O)N1CCN(C/C=C/c2ccccc2)CC1 | -6% | . | . | 13µM* | -45% | 0% | . | . | 0% | . | .
O=C1N[C@H](Cc2ccccc2)COC(=O)[C@H](Cc2ccc(F)cc2)C/C=C\C[C@@H]1CC(=O)N(CCO)Cc1ccccc1 | -8% | . | . | ? | -37% | 7% | . | . | 4% | . | .
COc1ccc(OCC(=O)NNC(=O)C(=O)Nc2ccccc2)cc1 | 4% | . | . | ? | 3% | 6% | . | . | -1% | . | .
CN(c1ccc(C(=O)N/N=C/c2cccc([N+](=O)[O-])c2)cc1)S(=O)(=O)c1ccccc1 | -25% | -13% | -4% | ? | -39% | -1% | ? | 3 | 2% | 1% | -11%
Cc1ccc(CNC(=O)CNC(=O)[C@@H]2Cc3ccccc3CN2C(=O)OC(C)(C)C)cc1 | -2% | -7% | 10% | 0% | -19% | -3% | 5% | 11 | 2% | 2% | 3%
NC1=NN=C(N2N=C(c3ccco3)CC2(O)C(F)(F)F)n2ncnc2C1 (stereo not given) | 0% | -10% | -1% | 7% | -29% | 6% | -4% | -1 | 6% | 4% | -6%
CCn1ncc(S(=O)(=O)N2CCN(c3cccc(OC)c3)CC2)c1C | -3% | . | -5% | -7% | -12% | . | . | 2 | -5% | 3% | 1%
O=C(Nc1ccc(F)cc1)C(NC1CCCCC1)c1ccccc1 (stereo not given) | -1% | 2%[10 µM] | 0% | -5% | 4% | 4% | -22% | ? | -1% | -7% | -3%
Cc1ccc(NC(=O)CCC(=O)NNC(=S)Nc2ccccc2)c(C)c1 | -5% | 3% | 2% | -6% | -10% | 1% | 15% | 20 | -5% | -1% | -1%
O=C(NNC(=O)c1ccccc1O)c1ccc(Cl)cc1 | ? | ? | ? | ? | -45% | 14% | 8.9µM* | -1 | 0% | 9.5µM* | ?
O=C(O)c1ccc(-n2ccnc2)c([N+](=O)[O-])c1 | -1% | -11% | -2% | 20% | 7% | 8% | -21% | 2 | -3% | -2% | 2%
CCOc1ccc(-c2csc(/C(C#N)=C\c3ccc(O)c([N+](=O)[O-])c3)n2)cc1 | -10% | ? | -2% | 13µM* | -69% | 22% | -63% | -8 | -3% | 4.3µM* | -5%
COc1ccc(OCC(=O)Nc2ccc(S(=O)(=O)N3CCCC3)cc2)cc1 | 3% | -13% | 4% | 1% | 30% | -4% | 7% | 3 | -6% | 2% | -1%
C/C(Cl)=C/Cc1c(C)[nH]c2ccc(C)cc2c1=O | 9% | 4% | 6% | ? | 48% | 5% | 32% | 25 | -8% | ? | 4%
Cn1c(CSc2ncccn2)nnc1SCC(=O)N1CCCc2ccccc21 | 0% | -1% | -1% | 1% | -5% | 7% | 13% | -3 | -2% | -1% | 0%
O=C(COC(=O)c1cc(Br)c(Br)s1)NCCC1=CCCCC1 | 4% | -13% | -1% | 12% | -7% | 3% | -2% | 14 | 0% | 4% | 1%
CCc1cccc2c(-c3csc(=NC)n3C)c[nH]c12 | -8% | 18% | 1% | -1% | -18% | -2% | 12% | 6 | -1% | -11% | -2%
CCc1ccc(-c2nc(NC(=S)NC(=O)c3cccs3)sc2C)cc1 | 3% | 3.2µM* | 1% | 9% | -10% | -6% | ? | 3 | 1% | 3% | 3%
Cc1noc(C)c1COc1ccc(C(=O)Nc2ncccc2O)cc1 | ? | . | 14% | ? | -7% | 12% | . | -1 | 29% | 0% | 6%
O=C(CNc1ccccc1N1CCCC1=O)Nc1cc(Cl)ccc1-n1cncn1 | -2% | . | -5% | 11% | -11% | 7% | . | -1 | 7% | 5% | -1%
Cc1nc2ccccc2n1C(=O)N1CCOCC1 | 0% | 0% | 0% | 0% | -33% | 1% | -2% | 1 | 1% | 3% | -3%
COc1ccc(-n2ncc3c(=O)n(CC(=O)N4c5ccccc5CC4C)cnc32)cc1 (stereo not given) | -2% | -2% | -13% | ? | -33% | -8% | ? | 15 | -1% | 0% | -2%
COc1ccc(NC2CCCN(C(=O)c3ccc(C)c(N4CCNC4=O)c3)C2)cc1 (stereo not given) | . | 5% | -1% | . | -6% | . | -2% | 1 | -3% | 4% | 1%
Cc1cc(N2CCN(S(=O)(=O)c3ccc(Cl)cc3)CC2)c2ccccc2n1 | -9% | ? | -13% | 23µM* | -68% | -6% | -43% | -3 | -1% | 0% | -4%
CCOC(=O)CSc1n[nH]c(=S)s1 | -2% | -6% | -1% | ? | -27% | -1% | 5% | 0 | -8% | -3% | 1%
CS(=O)(=O)N(CC(=O)NCCSCc1c(F)cccc1Cl)c1ccc2c(c1)OCO2 | -13% | ? | -3% | ? | -28% | -17% | -14% | -6 | 0% | -2% | 3%
Cc1nnc(NC(=O)CCn2c(=O)oc3ccccc32)s1 | 5% | -11% | 2% | 9% | 21% | 2% | 0% | 4 | 0% | -1% | -2%
Clc1ccc(-c2noc(CN3CCN(c4ccccc4)CC3)n2)cc1 | 15% | -4% | -9% | 0% | 3% | 1% | 5% | -2 | 2% | -3% | -1%
Cc1cc(=O)oc2cc(OCC(=O)NCC3CCCO3)ccc12 (stereo not given) | -4% | 5% | -4% | -12% | 1% | -2% | -3% | -3 | 0% | -1% | -1%
COC(/C=C/Nc1ccc(C)c(C)c1)=C(C#N)C#N | 0% | 3% | -9% | 1% | 0% | -1% | -18% | 1 | 2% | 1% | -6%
CCCn1nc2cc(C(=O)NCCc3cccs3)ccc2c1OCC | 15% | ? | ? | ? | 11µM* | 2% | 7% | 1 | 5% | ? | ?
Cn1cccc1/C=N/NC(=O)c1cccc(OC(F)(F)C(F)F)c1 | 12% | ? | 16% | ? | 49% | ? | 10µM* | ? | -5% | 21µM* | 17%
CC(C)(C)NC(=O)CSc1nsc(SCC(=O)NC(C)(C)C)c1C#N | -10% | 3% | 0% | 9.2µM* | -44% | 9% | -19%[10 µM] | 2 | -1% | 2% | 1%
CCOc1nc(N=C(N)N)nc2c(C)cccc12 | 0% | -3% | 0% | ? | -74% | 7% | -1% | 0 | -28% | 0% | -2%
NC(=S)Nn1c(CCC(=O)O)ccc1-c1ccccc1 | 9% | -10% | -7% | 2% | -1% | -3% | -1% | 2 | -2% | 7% | -1%
COc1ccc(CNC(=O)CSc2nnc(C3CC3)n2C2CC2)cc1 | 0% | . | -2% | 11% | -1% | 6% | . | -2 | -11% | 4% | -3%

A run of entries from further up:
SMILES | ELG1 genotoxic | VP16 counter | Rab9 promoter act | ELG1 repair inh | BRCA1 expr up | p53 reactivator | RORgamma inh | TRPV1 agonist | Tb PFK inh | FLuc modulator | NPC1 prom act
CCCn1nc2cc(C(=O)NCCc3cccs3)ccc2c1OCC | 15% | ? | ? | ? | 11µM* | 2% | 7% | 1 | 5% | ? | ?
Cn1cccc1/C=N/NC(=O)c1cccc(OC(F)(F)C(F)F)c1 | 12% | ? | 16% | ? | 49% | ? | 10µM* | ? | -5% | 21µM* | 17%
CC(C)(C)NC(=O)CSc1nsc(SCC(=O)NC(C)(C)C)c1C#N | -10% | 3% | 0% | 9.2µM* | -44% | 9% | -19%[10 µM] | 2 | -1% | 2% | 1%
CCOc1nc(N=C(N)N)nc2c(C)cccc12 | 0% | -3% | 0% | ? | -74% | 7% | -1% | 0 | -28% | 0% | -2%
NC(=S)Nn1c(CCC(=O)O)ccc1-c1ccccc1 | 9% | -10% | -7% | 2% | -1% | -3% | -1% | 2 | -2% | 7% | -1%
COc1ccc(CNC(=O)CSc2nnc(C3CC3)n2C2CC2)cc1 | 0% | . | -2% | 11% | -1% | 6% | . | -2 | -11% | 4% | -3%
